Compound activity (PubChem BioAssay)
Furin inhibitor = inhibitors of human furin | P09958 | 0.061% of 220,000 active | AID 463115 | purified furin, fluorogenic substrate cleavage | inhibition, % at 30 µM; in the data active = inhibition above about 25%; also: inactives centre near -15
BaF3 tox = parental Ba/F3 viability inhibition as JAK2V617F counter-screen. CellTiter-Glo ATP luminescence. inhibition, % at 5.6 µM. 1.1% of 220,000 active. AID 1486;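 active = inhibition above a per-campaign cutoff, the mean inhibition of all tested compounds plus 3 SD, cut at about 27% in these data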;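 also: 0% = DMSO wells and 100% = JAK Inhibitor I control wells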
RBBP9 inhibitor = blocks human serine hydrolase RBBP9; O75884; recombinant RBBP9, FP-Rh probe fluorescence polarization; inhibition, % at 7.94 µM; 0.2% of 220,000 active;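 active = inhibition above the campaign mean of all tested compounds plus 3 SD, cut at about 14% in these data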;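 also: plate controls were DMSO wells with RBBP9 for no effect and wells lacking RBBP9 protein for full effect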
Target sequence (O75884 whole entry, looked up): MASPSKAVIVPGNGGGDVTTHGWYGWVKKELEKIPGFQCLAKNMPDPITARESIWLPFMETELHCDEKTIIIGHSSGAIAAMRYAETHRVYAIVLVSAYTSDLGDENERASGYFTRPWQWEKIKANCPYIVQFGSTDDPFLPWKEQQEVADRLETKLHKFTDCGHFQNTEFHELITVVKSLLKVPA
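Controls: DMSO-treated enzyme wells and wells lacking RBBP9 | Material: RBBP9 protein | Technique: Fluorescence polarization | Replication: Single well per compound, no replicates | Buffer or medium: Tris-NaCl-Pluronic buffer, pH 8.0 | Timing: 30 min compound preincubation, 45 min probe labeling, 25 °C | Read-out basis: Percent inhibition from mP, scaled between DMSO and no-protein wells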
EP2 antag = EP2 receptor (human) inhibition | P43116 | C6 glioma cells expressing human EP2, cAMP TR-FRET; cells stimulated with saturating PGE2 | inhibition, % at 25 µM | 0.52% of 260,000 active;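 active = percent inhibition above 40 after rounding to a whole number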;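 also: rat C6 glioma host cells with rolipram phosphodiesterase inhibitor present; the protocol text gives 20 µM as final concentration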
Target sequence (P43116 whole entry, looked up): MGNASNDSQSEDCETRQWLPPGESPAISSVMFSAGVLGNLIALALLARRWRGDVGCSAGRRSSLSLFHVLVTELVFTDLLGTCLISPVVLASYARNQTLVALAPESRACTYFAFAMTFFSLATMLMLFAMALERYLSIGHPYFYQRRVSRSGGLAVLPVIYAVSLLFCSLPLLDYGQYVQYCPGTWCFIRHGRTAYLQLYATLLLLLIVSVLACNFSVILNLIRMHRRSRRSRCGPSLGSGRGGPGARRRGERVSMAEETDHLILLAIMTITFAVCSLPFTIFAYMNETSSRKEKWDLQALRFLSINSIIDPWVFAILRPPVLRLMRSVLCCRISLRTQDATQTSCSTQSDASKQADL
PPC-1+TRAIL kill = kills PPC-1 cancer cells in the presence of TRAIL | PPC-1 cells + TRAIL, ATPLite viability luminescence | cell killing (% activity), % at 4 µM | 0.41% of 220,000 active;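 active = cell killing above 50% in the first pass at 4 µM, then a duplicate retest at 5 µM averaging 50% or more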;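 also: plate controls were cells with TRAIL plus DMSO for no effect and medium-only wells lacking cells for full effect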
p97 inhibitor = blocks human p97 ATPase activity; P55072; recombinant p97 ATPase, Kinase-Glo ATP luminescence, 3 h; inhibition, % at 8 µM; 0.42% of 220,000 active; AID 1481; in the data active = inhibition above about 15%;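 also: 0% = DMSO vehicle and 100% = wells lacking enzyme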
NCF1 inh = inhibitors of human p47phox binding; P14598; p47phox/p22phox peptide binding, fluorescence polarization, 2 h; inhibition, % at 24.7 µM; 0.53% of 220,000 active; AID 1274;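 active = inhibition above about 30%, limit read from the data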;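 also: 0% = p47phox with labelled peptide and 100% = labelled peptide alone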
Target sequence (P14598 whole entry, looked up): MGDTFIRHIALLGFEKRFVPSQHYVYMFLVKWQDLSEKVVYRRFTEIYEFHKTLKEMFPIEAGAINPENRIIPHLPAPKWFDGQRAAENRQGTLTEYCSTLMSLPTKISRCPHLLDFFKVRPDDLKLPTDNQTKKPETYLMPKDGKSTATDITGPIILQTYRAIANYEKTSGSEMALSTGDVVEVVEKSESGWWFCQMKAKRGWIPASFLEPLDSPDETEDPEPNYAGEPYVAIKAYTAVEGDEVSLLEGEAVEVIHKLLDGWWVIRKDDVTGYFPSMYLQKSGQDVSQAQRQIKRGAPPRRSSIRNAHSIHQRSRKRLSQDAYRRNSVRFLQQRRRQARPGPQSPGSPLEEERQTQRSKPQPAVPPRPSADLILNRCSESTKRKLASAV
TbHK1 inh = T. brucei hexokinase 1 inhibition; 0.11% of 220,000 active; recombinant TbHK1, G6PDH-coupled NADH A340; inhibition, % at 10 µM;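 active = inhibition of 50% or more in the single-dose primary screen; inactive = inhibition below 50%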
Ba/F3 V617F tox = lowers viability of Ba/F3 cells expressing EpoR and JAK2V617F; 1.1% of 220,000 active; ATP luminescence; inhibition, % at 5.6 µM;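 active = inhibition above the campaign mean plus 3 SD over all tested compounds, cut at about 24% in these data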;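 also: cytokine-independent growth of Ba/F3 cells driven by EpoR plus mutant JAK2; 0% = DMSO-treated cells and 100% = JAK inhibitor I control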
* marks the source's active call; other numbers are inactive results; . = not tested or not shown; & = joins results of further samples; [ ] = another dose, or the depositor's remark. The list is partial; rates above refer to the full screens.

SMILES	Furin inhibitor	BaF3 tox	RBBP9 inhibitor	EP2 antag	PPC-1+TRAIL kill	p97 inhibitor	NCF1 inh	TbHK1 inh	Ba/F3 V617F tox
O=C(Nc1ccc(CN2CCS(=O)(=O)CC2)cc1)c1ccc(Cl)cc1	-14	-1	-2	4	-8	7	-13	20	-4
Cc1ccccc1CSc1ccc2nnc(-c3ccccn3)n2n1	-14	-1	-8	5	14	0	2	-7	-2
Cc1ccc(N=Cc2c(O)n(-c3nccs3)c(=O)c3ccccc23)cc1	-17	3	-7	3	17	0	-39	-6	-4
CC(C)C1Nc2ccc(S(N)(=O)=O)cc2C2C=CCC21 (stereo not given)	-32[20 µM]	2	-8	8	20	-4	-14	5	-2
CCCNc1nc(OC(C(F)(F)F)C(F)(F)F)nc(OC(C(F)(F)F)C(F)(F)F)n1	-7[20 µM]	1	-4	5	14	3	9	26	-1
COc1ccc(CCN2C(=O)C3C4C=CC(C3C2=O)C2C(=O)N(CCc3ccc(OC)c(OC)c3)C(=O)C42)cc1OC (stereo not given)	6[20 µM]	7	5	7	34	1	-1	-11	-2
O=C(CSc1ncnc2nc[nH]c12)N1CCOCC1	-17	7	-2	-13	4	1	-3	0	1
Cc1nc2cccnc2nc1C	-18	0	-6	8	25	5	-6	-7	0
CN(C)S(=O)(=O)c1ccc(C(=O)N2CCOCC2)cc1	-14[20 µM]	7	-5	3	-3	2	-2	9	0
CN(C(=O)CSc1nc(N)nn1-c1ccccc1)c1ccccc1	-25	1	-6	12	16	5	-8	8	-1
O=C(c1ccccc1)c1cccn1CC(=O)N1CCN(c2ccc(F)cc2)CC1	-8	6	-2	17	7	-8	-11	-9	5
CCOC(=O)Nc1ccc(NC(=O)OCC)cc1	-13[20 µM]	0	-11	15	19	-1	-3	-12	3
O=C(Nc1ccc(NC(=S)NC(=O)c2cccs2)cc1)c1ccco1	-21	1	-9	12	.	6	-5	-1	-2
COc1cccc(CN(C)C(=S)Nc2ccc(C)c(C)c2)c1	-8	2	0	18	7	-4	-8	0	0
CC(=O)Nc1ccc(C(=S)NCc2ccco2)cc1	-13[20 µM]	-1	-2	8	5	0	1	-12	-2
CCOc1ccccc1NC(=O)C1CCCN(S(=O)(=O)c2ccc(OC)c(C)c2)C1 (stereo not given)	-14[20 µM]	1	-8	11	8	-5	-3	-1	-3
COc1ccc(N2COC3c4cccc5cccc(c45)C32)cc1 (stereo not given)	-20[20 µM]	0	8	4	26	6	1	4	-4
C=CCn1c(=O)c(C(=O)Nc2cccnc2)c(O)c2ccccc21	-21[20 µM]	1	5	15	2	5	-15	-14	-3
COc1ccccc1NC(=O)Cc1noc(CSc2nnc(N)s2)n1	-9[20 µM]	1	-14	17	-1	1	-11	-5	-2
Cc1cccc(N=C2NC(=O)/C(=C/c3cccs3)S2)c1	-21	7	-1	6	28	7	-38	-16	-1
S=C1NCCc2ccc(Cl)cc2C1c1ccccc1Cl (stereo not given)	-17[20 µM]	4	-9	21	-3	3	-13	-1	-3
COc1ccccc1OCCCn1c(=O)sc2ccccc21	-14	3	5	3	-13	-2	-7	5	2
S=c1[nH]c2cc(Br)cnc2[nH]1	3	2	-5	12	20	-4	-4	-29	3
O=C(CNC(=O)c1cccs1)OCC(=O)c1ccc([N+](=O)[O-])cc1	-28	4	1	6	6	5	-3	7	-2
O=C(COc1ccccc1F)N1c2ccccc2CCc2ccccc21	-13	3	-3	8	7	0	-4	-2	-1
COc1cc2cc(CN(CCCN3CCOCC3)C(=O)Nc3ccc(F)cc3)c(=O)[nH]c2cc1OC	-5	-2	6	18	32	6	14	-37	0
CCS(=O)(=O)Nc1c(C(=O)OC)[nH]c2ccccc12	-8	2	-8	11	9	7	-3	28	0
O=C(O)c1cc(-c2ccc(O)cc2)nc2ccccc12	0[20 µM]	3	-7	.	-26	2	-8	-11	-1
COc1c(Cl)cc(Cl)cc1C(=O)Nc1ccc(C(=O)O)cc1	-12	4	-6	10	19	1	0	1	-2
CC(=O)Nc1cccc(C(=O)/C=C/c2ccc(/C=C/C(=O)c3cccc(NC(C)=O)c3)cc2)c1	-9	6	-15	11	49	5	12	-48	1
Cc1ccc(C)c(NC(=O)Cn2nnc(-c3ccc(N4CCOCC4)cc3)n2)c1	-30	2	-10	9	20	1	19	0	1
Cc1ccc(C(=O)NC(=S)Nc2ccc3[nH]c(=O)[nH]c3c2)cc1	-21	12	-7	-1	5	0	-11	-7	1
S=C1NCN(Cc2ccco2)CN1c1ccccc1	-1	3	-6	10	-7	10	-7	2	-4
Cc1ccc2oc(/N=C(\N)NC(=O)C3CC3)nc2c1	-19	29*	-3	8	29	3	-1	-11	38*
CCOc1ccc(NC(=O)CCC(=O)OC)cc1	-36	0	-11	11	-10	0	-10	2	-4
COCc1cc(=O)n2[nH]c(C(C)(C)C)cc2n1	-8	-6	-7	6	-1	4	-12	-10	0
O=C(CSc1ncnc2c1cnn2CCc1ccccc1)Nc1ccc(F)cc1	-16[20 µM]	3	3	15	-3	5	0	-3	-1
CCC(C)Sc1nc2c(c(=O)[nH]c(=O)n2C)n1Cc1ccc(Cl)cc1 (stereo not given)	-18	3	-4	7	8	1	-8	5	-4
Cn1c(=O)c2c(nc(NCc3cccnc3)n2Cc2ccc(Cl)cc2)n(C)c1=O	-14[20 µM]	52*	-2	0	26	-2	1	-3	50*
COC(=O)c1ccc(COc2ccccc2/C=N/NS(=O)(=O)c2ccc(C)cc2)cc1	-12[20 µM]	5	-4	7	10	3	-1	-2	-1

Another view of some results above.
compound: Cc1ccc2oc(/N=C(\N)NC(=O)C3CC3)nc2c1
  Furin inhibitor = -19	BaF3 tox = 29*	RBBP9 inhibitor = -3	EP2 antag = 8	PPC-1+TRAIL kill = 29	p97 inhibitor = 3	NCF1 inh = -1	TbHK1 inh = -11	Ba/F3 V617F tox = 38*
compound: CCOc1ccc(NC(=O)CCC(=O)OC)cc1
  Furin inhibitor = -36	BaF3 tox = 0	RBBP9 inhibitor = -11	EP2 antag = 11	PPC-1+TRAIL kill = -10	p97 inhibitor = 0	NCF1 inh = -10	TbHK1 inh = 2	Ba/F3 V617F tox = -4
compound: COCc1cc(=O)n2[nH]c(C(C)(C)C)cc2n1
  Furin inhibitor = -8	BaF3 tox = -6	RBBP9 inhibitor = -7	EP2 antag = 6	PPC-1+TRAIL kill = -1	p97 inhibitor = 4	NCF1 inh = -12	TbHK1 inh = -10	Ba/F3 V617F tox = 0

(listing goes on)
SMILES	Furin inhibitor	BaF3 tox	RBBP9 inhibitor	EP2 antag	PPC-1+TRAIL kill	p97 inhibitor	NCF1 inh	TbHK1 inh	Ba/F3 V617F tox
CC1(C)Cc2c(ccc3ccccc23)/C(=C/C#N)N1	-12	5	-3	1	-20	1	-11	-1	-1
O=S(=O)(Nc1nc2ccccc2nc1N1CCN(c2ccccc2)CC1)c1ccc(F)cc1	3	0	-2	11	-2	-4	-43	-14	-2
Cc1ccc(-c2nnc(-n3nc(C)cc3C)c3ccccc23)cc1	-22	5	-3	5	17	-2	-8	-9	-2
O=C(COc1ccccc1)NNC(=O)c1cc2ccccc2oc1=O	-14	9	-2	5	-2	3	-28	-17	2
O=c1cc(-c2ccccc2)nc2nc(-c3ccccc3)[nH]n12	-23	1	-1	8	17	1	-8	-5	-1
COc1ccc(/C=N/NC(=O)c2nc(Cl)c(Cl)c(N)c2Cl)cc1COc1ccccc1F	-26[20 µM]	5	-11	11	-6	4	0	-17	2
O=C(CNC(=O)c1cccs1)OCC(=O)c1ccccc1	-21[20 µM]	2	-7	8	30	0	-29	-9	-3
COCCNC(=O)C(c1ccc(Cl)cc1)N(CCOC)C(=O)CCC(=O)Nc1nccs1 (stereo not given)	-19	1	4	8	-2	5	1	-3	-2
Cc1ccc(N2C(=O)CC(c3ccsc3)C3=C2CC(C)(C)CC3=O)cc1 (stereo not given)	-8[20 µM]	6	-2	5	14	-2	-7	-1	3
Cc1ccc(O)c(CNc2ccccn2)c1	-21	3	2	18	13	3	-5	4	4
CCn1c(COc2ccccc2C)nc2ccccc21	-23[20 µM]	2	-8	13	21	-7	-8	8	0
CC1(C)Cc2ccccc2-c2nc3ccccc3c(=O)n21	-11	0	-4	8	-4	-6	-2	-9	0
COC(=O)c1ccccc1NC(=O)CSc1nnc(C(CO)NC(=O)c2ccccc2)n1C (stereo not given)	-13[20 µM]	4	4	8	-10	1	-6	1	-3
C=CCN(CC=C)S(=O)(=O)c1ccc(NC(=S)NC(=O)/C=C/c2cccc3ccccc23)cc1	-7[20 µM]	3	-1	10	33	2	-21	-22	-1
COc1cccc(-c2nnc(SCC(=O)Nc3ccc4c(c3)OCCO4)n2Cc2ccco2)c1	0	3	-13	11	-2	-5	-6	19	5
COC(=O)c1cc(COc2ccc3c(c2)oc(=O)c2ccccc23)c(C)o1	-24[20 µM]	1	-9	15	4	-1	3	-2	-2
Cc1cc(Br)c2[nH]c3c(c2c1)CCCC3=O	-13[20 µM]	5	-2	5	13	-3	12	-14	0
Cc1ccc(NC(=S)N(Cc2ccc(Br)cc2)Cc2ccc(C(=O)O)cc2)cc1C	-11	24	2	0	3	1	-17	-1	3
CCC(=O)Nc1ccccc1C(=O)OCC(=O)c1cccc2ccccc12	-14[20 µM]	8	-5	3	-9	0	-5	-2	1
CCOC(=O)CNC(=O)Cn1cnc2c(nnn2-c2cccc(Cl)c2)c1=O	-23[20 µM]	2	-6	13	9	2	4	-3	-3
COc1ccc(NC(=O)Oc2cc(C)ccc2C(C)C)cc1	-27	-1	-4	3	12	-8	-7	-9	2
O=C(NCc1ccc(Cl)cc1)c1ccc(CNc2c(N3CCOCC3)c(=O)c2=O)cc1	-6	5	-7	6	16	-1	3	-5	0
COc1c(-c2ccc(O)cc2)oc2cc(O)cc(O)c2c1=O	-14	.	.	20	-11	.	-24	-15	.
COC(=O)CSc1nc2ccccn2c(=O)c1C=O	-19	3	-7	14	8	2	-2	-6	0
O=C(Cn1cncn1)N/N=C/c1cccc(Cl)c1	-23	-8	-2	1	-3	7	-9	-10	1
Cc1ccc(C)c(NC(=O)c2cc(-c3ccccc3)nn2-c2ccccc2)c1	-18	9	-5	2	10	5	-13	2	-3
O=C(NC1CC2CCC(C1)N2Cc1ccco1)c1ccccc1 (stereo not given)	-9[20 µM]	2	12	7&7	8	3	-5	4	-1
CC(NC(=O)C1CCC1)c1ccccc1 (stereo not given)	-9[20 µM]	9	-6	4	-12	0	-3	-1	3
COc1ccc(S(=O)(=O)N2c3ccccc3OCC2c2ccccc2)cc1 (stereo not given)	-10[20 µM]	3	-5	10	6	-3	-21	-2	-1
Cc1ccc(S(=O)(=O)Nc2ccccc2C(=O)Nc2sccc2C(=O)NN(C)C)cc1	-9	5	-8	11	-4	9	-7	-16	-4
CCOc1cc(CNCCN(C)C)c(Cl)cc1OCC(=O)NCCc1ccccc1	-4[20 µM]	4	-8	12	12	-6	-14	9	3
O=C(Nc1nc(-c2ccncc2)cs1)c1ccco1	0	7	-2	14	-10	6	-10	-10	-2
Cn1c(NN)nc2sc3c(c2c1=O)CC(C)(C)OC3	-19[20 µM]	3	8	27	14	4	10	14	-1
CCOc1cccc(/C=N/NC(=S)Nc2ccccc2[N+](=O)[O-])c1O	-4	3	-5	3	20	-6	-6	-10	2
Cc1cc(=O)n2nc(-c3ccccc3)sc2n1	-19[20 µM]	3	-11	14	29	1	1	-2	-1
CCCCn1nnc(NC(=O)c2cc3ccccc3o2)n1	-4[20 µM]	1	-8	11	28	1	-4	-1	-2
Cc1ccc(C(=O)CC(=O)c2cc(Cl)ccc2O)cc1	-22[20 µM]	4	1	12	30	-1	-1	-9	-1
Cc1ccnc(NS(=O)(=O)c2ccc(NS(=O)(=O)Cc3ccccc3)cc2)n1	-5[20 µM]	4	-1	12	12	3	-12	9	-1
COc1ccc(N2CCN(C(=O)CCCCn3c(=O)[nH]c4ccsc4c3=O)CC2)cc1	-26	-1	-3	0	21	6	-13	-1	-4
